SK-BR-3 tox 24h = SK-BR-3 proliferation inhibitors, primary screen, cell-based, human, 24 h | SK-BR-3 viability, CellTiter-Glo ATP luminescence; stronger effect = lower value | viability, % at 10 µM | actives 0.47% (n = 41,000) | AID 847, 2007;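 active means viability at or below the median of all test compounds minus 3 SD, in both replicates if run twice, cut at about 45% in these data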;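 further: 100% = median untreated cell wells and 0% = median positive control drug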
Starred values were filed as active, the others as inactive. Only part of the results is shown; rates above refer to the full screens.

mol,SK-BR-3 tox 24h
CCCCC(CC)Cn1c2nc3ccccc3nc2c2c(=N)oc(C)nc21 (centres undefined),38.2*
CCOC(=O)N1CCN(S(=O)(=O)c2cccc3nsnc23)CC1,116.4
Clc1ccc(-c2nnc(N3CCCC3)nn2)cc1,98.6
CCc1nnc(NC(=O)CSc2ncc(-c3ccccc3)n2CC)s1,84.4
Clc1ccc(C2=Nn3c(nnc3-c3n[nH]c4c3CCC4)SC2)cc1,76.0
COCCn1c(SCC(=O)N2CCCC2)nnc1-c1ccoc1C,79.3
Cc1ccc2nc(-c3ccccn3)cc(C(=O)NC3CCN(C)CC3)c2c1,79.9
COc1ccc(C(=O)c2ccc(N3CCN(C4CC(=O)NC4=O)CC3)cc2)cc1F (centres undefined),91.6
Cc1nc(SCc2ccccc2)c(C(F)(F)F)c(=O)[nH]1,84.4
COc1ccc(-c2nnc(CSc3ncnc4sc5c(c34)CCC5)o2)cc1OC,96.1
Nc1ncc(-c2cc3ccccc3oc2=O)s1,101.9
O=C1c2cccc3cccc(c23)C(=O)N1c1cccnc1,80.0
CCn1cc(C(C)(C)C)c(C#N)c1NC(C)=O,64.2
NC(=O)C(c1ccccc1)C1CCCC1 (centres undefined),91.7
Cc1ccc(Cn2c(SCC(N)=O)nc3c2c(=O)n(C)c(=O)n3C)cc1,82.8
C(=C\CSc1nnnn1-c1ccccc1)/CSc1nnnn1-c1ccccc1,96.1
CC(=O)Nc1ccc(S(=O)(=O)Nc2nnc(C3CCCCC3)s2)cc1,120.0
CC(C)CC(=O)Nc1ccccc1N1CCCC1,99.7
CCSCCNC(=O)c1cc(-n2cnnc2)ccc1Cl,78.0
CCCCOC(=O)C1=C(C)Nc2ncnn2C1c1ccc(OC)c(OC)c1OC (centres undefined),98.6
COc1cc2[nH]c3c(N4CCN(c5ccccn5)CC4)ncnc3c2cc1OC,73.1
CC(C)N(C(=O)COc1ccc(Br)cc1Cl)C(C)C,101.6
CC1(C)CC(=O)C2=C(C1)N(c1ccccc1)C(N)=C(C#N)C2c1cccnc1 (centres undefined),84.8
CCCOc1c(OC)cccc1C1CC(=O)Nc2cc(OC)c(OC)c(OC)c21 (centres undefined),86.7
O=C1CCCCCC1C1(O)C(=O)Nc2ccccc21 (centres undefined),99.8
Cn1ccnc1Sc1nnnn1-c1ccccc1,94.0
CCN1C(=O)N(C)C2(c3ccccc3)N(C)C(=O)N(C)C12c1ccccc1 (centres undefined),99.3
O=C1c2ccccc2C(=O)N1Cc1nc(-c2ccncc2)no1,95.7
Nc1c(S(=O)(=O)c2cccc(Cl)c2)c2nc3ccccc3nc2n1CCN1CCOCC1,79.0
CCOC(=O)c1ccc(N2C(=O)CC(C3CCCO3)C2=O)cc1 (centres undefined),89.0
Cc1ccc(N(CC(=O)NCC2CCCO2)S(C)(=O)=O)cc1Cl (centres undefined),86.2
COC(=O)C1=C(N)Oc2cc(C)n(CC3CCCO3)c(=O)c2C1c1ccccc1 (centres undefined),98.3
Cn1c(=O)c2c(nc(CN3CCN(c4ccccc4F)CC3)n2CCCc2ccccc2)n(C)c1=O,69.6
CCC(=O)Nc1ccccc1C(=O)N1CCN(Cc2ccccc2)CC1,90.1
COc1cccc(Nc2ncccc2C(=O)O)c1,92.1
Cn1cc(C(=O)NCN2CCCCC2)c2ccccc21,82.0
COCCOC(=O)C1=C(C)Nc2ncnn2C1c1ccc(F)cc1 (centres undefined),119.1
CCN=C1SC(CC(=O)Nc2sc3c(c2C#N)CCCC3)C(=O)N1CC (centres undefined),81.5
NC(=O)CSc1nnc(-c2ccc(S(=O)(=O)N3CCOCC3)cc2)n1CC1CCCO1 (centres undefined),110.8
O=C(Nc1sc2c(c1C(=O)NCC1CCCO1)CCCC2)c1cccs1 (centres undefined),101.5
CCN(CC)CCN1C(=O)C(=O)/C(=C(/O)c2ccncc2)C1c1ccccc1 (centres undefined),87.0
CSc1nc(N)c(C#N)c(-c2ccccc2Cl)c1C#N,97.3
Cn1c(CCc2ccccc2)nnc1SCC(=O)N1CCCC1,92.3
Cc1nnc(NC(=O)CCC(=O)N2CCC(C)CC2)s1,90.3
COc1ccc(NC(=O)Nc2ccc(N(C)C)cc2)cc1,105.2
CC1CCN(S(=O)(=O)c2ccc(NC(=O)CSc3nnnn3C)cc2)CC1,86.0
CS(=O)(=O)N1CCN(c2ncccn2)CC1,82.1
CC1(O)c2ccccc2C(=O)N1Cc1ccccc1 (centres undefined),94.1
Cc1cc(C)c2[nH]c(=O)c(CN(Cc3ccco3)C(=O)C3CCCO3)cc2c1 (centres undefined),99.7
Nc1nc(CSc2ccccn2)nc(Nc2ccccc2)n1,88.9

(more compounds)
mol,SK-BR-3 tox 24h
CCSc1sccc1C1C(C#N)=C(N)N(c2cccnc2)C2=C1C(=O)CC(C)(C)C2 (centres undefined),91.3
CCOC(=O)c1cccc(NC(=O)CSc2nnc(-c3ccoc3C)n2CCOC)c1,95.9
COc1cccc(N2CC(C(=O)Nc3ccc(C(=O)OC(C)C)cc3)CC2=O)c1 (centres undefined),70.9
Cc1ccc(N(C(C)C(=O)Nc2ccc(S(=O)(=O)N3CCOCC3)cc2)S(C)(=O)=O)cc1 (centres undefined),84.8
Cc1scc(C(=O)NCc2ccco2)c1-c1ccccc1,109.6
CCOC(=O)C1=C(C)N=C2SC(C)C(=O)N2C1c1ccc(C(=O)OC)cc1 (centres undefined),74.2
CCc1nnc(NC(=O)C2CCCN(c3nc(C)cc(C)n3)C2)s1 (centres undefined),116.6
O=c1c2c3c(sc2n(CCN2CCCC2)c(=O)n1Cc1ccco1)CCCCC3,76.0
CN(C)CC(O)COc1cc2ccccc2cc1C(=O)N1CCCCC1 (centres undefined),91.2
COc1ccc(-c2nnc3sc(-c4ccccn4)nn23)cc1,84.6
c1coc(Cn2c(SCc3nc4ccccc4[nH]3)nnc2-c2cnccn2)c1,68.1
COc1ccc(N2CCN(C(=O)C(OC(C)=O)c3ccccc3)CC2)cc1 (centres undefined),94.2
c1ccc2c(c1)oc1c(N3CCOCC3)ncnc12,74.0
CC(C)[C@H](NC(=O)NCCc1ccc(Cl)cc1)C(=O)O,87.1
COc1nc(NC23CC4CC(CC(C4)C2)C3)nc(OC)n1,113.0
O=C1Nc2ccccc2C12OCCS2 (centres undefined),99.7
CSCCC(CO)NC(=O)OCc1ccccc1 (centres undefined),96.2
CCN(CC)C(=O)CN(C#N)c1nc(NC(C)C)nc(NC(C)C)n1,101.1
Cc1ccc(NS(=O)(=O)c2ccc(OCC(=O)NCc3ccco3)cc2)cc1,99.9
Cc1cc(=O)oc2c1c(C)nn2-c1nn[nH]n1,112.6

Laid out differently: 4 of the compounds above.
> CSCCC(CO)NC(=O)OCc1ccccc1 (centres undefined)
  SK-BR-3 tox 24h = 96.2
> COc1nc(NC23CC4CC(CC(C4)C2)C3)nc(OC)n1
  SK-BR-3 tox 24h = 113.0
> c1coc(Cn2c(SCc3nc4ccccc4[nH]3)nnc2-c2cnccn2)c1
  SK-BR-3 tox 24h = 68.1
> CC(C)[C@H](NC(=O)NCCc1ccc(Cl)cc1)C(=O)O
  SK-BR-3 tox 24h = 87.1

Further compounds.
mol,SK-BR-3 tox 24h
CCCCNC(=O)C1CCCN(S(=O)(=O)c2ccc(-n3cnnn3)cc2)C1 (centres undefined),90.8
CN(c1ccc(C(=O)O)cc1)S(=O)(=O)c1ccc(Cl)cc1,105.1
COc1ccc(OC)c(NC(=O)C2CCCCC2C(=O)O)c1 (centres undefined),85.2
CCOc1cccc(NC(=O)C2CC(=O)N(C)C2)c1 (centres undefined),102.4
O=C1OCc2cc(NS(=O)(=O)c3cccs3)ccc21,84.5
Cn1c(=O)cc(SCC(=O)NCC2COc3ccccc3O2)c2ccccc21 (centres undefined),73.3
CCN1CCCC1CNC(=O)Cn1cnc2sc(C)c(S(=O)(=O)N3CCC(C)CC3)c2c1=O (centres undefined),75.2
CC(O)c1cccc(NC(=O)CCC(=O)O)c1 (centres undefined),88.6
COc1ccc(CN(CC(=O)NCc2ccco2)C(=O)CCC(=O)Nc2nccs2)cc1,105.6
CCOc1ccc(OCC)c2sc(C)nc12,81.5
CSc1nc2c(c(=O)n1-c1ccc(C)cc1)SCC2,111.4
C=CCSc1nc2c(cc1C#N)CCC2,111.5
Cc1cccc2cc(CN(Cc3nnnn3Cc3ccccc3)C3CCCC3)c(=O)[nH]c12,101.5
COc1ccccc1-c1cc(C(F)(F)F)nc(S(=O)(=O)CCCC(=O)NC(C)C)n1,91.3
COc1ccccc1NC(=O)CNC(=O)c1ccccc1,102.8
CCSc1nnc(-c2ccc(OC)cc2)o1,103.5
CCn1c(COc2cccc(C)c2)nnc1SCC(=O)Nc1cccc(C(=O)OC)c1,94.9
c1ccc(Nc2nc(N3CCOCC3)nc(N3CCOCC3)n2)cc1,129.6
CC(=O)Oc1ccc(/C=c2\sc3ncnn3c2=O)cc1,92.3
Nc1c2c(nc3ccccc13)N(c1ccccc1)CC2,91.3

The listing continues.
| SMILES | SK-BR-3 tox 24h |
| --- | --- |
| COc1ccc(C(=O)Nc2nnc(-c3ccccc3)o2)cc1OC | 91.7 |
| CCOc1ccccc1N1CCN(S(=O)(=O)c2ccc3c4c(cccc24)C(=O)N3)CC1 | 92.3 |
| C=CCn1cnc2c(c1=O)c1nc3ccccc3nc1n2-c1ccc(C)cc1 | 83.7 |
| COCCN(CCOC)C(=O)CCn1c(=O)oc2ccccc21 | 84.9 |
| CSc1nnc(-c2ccc(S(=O)(=O)N3CCCC3)cc2)n1C | 111.1 |
| N#Cc1nc(Cc2cccc3ccccc23)oc1N1CCC(C(N)=O)CC1 | 83.2 |
| COc1ccc(C2CC(c3ccc(Br)cc3)Nc3nc(N)nn32)cc1 (centres undefined) | 103.1 |
| COC(=O)c1ccc(CSc2nnnn2Cc2ccccc2)cc1 | 94.1 |

In the list so far, 2 have bromine:
| SMILES | SK-BR-3 tox 24h |
| --- | --- |
| CC(C)N(C(=O)COc1ccc(Br)cc1Cl)C(C)C | 101.6 |
| COc1ccc(C2CC(c3ccc(Br)cc3)Nc3nc(N)nn32)cc1 (centres undefined) | 103.1 |

Next records
| SMILES | SK-BR-3 tox 24h |
| --- | --- |
| COc1cc2c(cc1NC(=O)C1CCCO1)oc1ccccc12 (centres undefined) | 92.7 |
| CC(C)CC(=O)Nc1cccc(-c2cn3ccsc3n2)c1 | 77.5 |
| CCCNc1nc(N2CCOCC2)nc(N2CCOCC2)n1 | 87.6 |
| CCOCCCNC(=O)CSc1ccccc1 | 96.4 |
| Cc1ccc(-c2nn(-c3ccccc3)cc2/C=C(\C#N)c2cccc(C#N)c2)o1 | 81.7 |
| O=C(NCc1ccco1)Nc1cccs1 | 98.7 |
| C=CCn1c(SCC(=O)NCCCC)nc2scc(-c3ccco3)c2c1=O | 87.3 |
| CCOc1ccc(C)cc1S(=O)(=O)NC1CCCCC1 | 101.6 |
| CCCCc1c(O)nc(SCC(=O)NCC2CCCO2)[nH]c1=O (centres undefined) | 98.8 |
| COc1cccc(NC(=O)N2CCN(c3ccc(C(F)(F)F)cn3)CC2)c1 | 79.8 |
| Cc1cc(C(=O)Nc2c(C)nn(Cc3c(Cl)cccc3Cl)c2C)no1 | 89.5 |
| COc1cc(C(=O)Nc2ccc3c(c2)OCCO3)ccc1-n1cnnn1 | 82.7 |
| O=C(C1CCN(S(=O)(=O)c2cccc3cccnc23)CC1)N1CCN(c2ccccn2)CC1 | 91.4 |
| CCN1CCN(c2ncnc3c2oc2nc(C(C)C)c4c(c23)CCC4)CC1 | 69.6 |
| Cc1ccc2c(CC(=O)NCC3COc4ccccc4O3)coc2c1 (centres undefined) | 99.3 |
| COCC(=O)Nc1nc2n(n1)C(c1ccccc1Cl)CC(c1ccc(OC)cc1)N2 (centres undefined) | 88.2 |
| COc1ccc(NC(=O)C(C)Oc2ccc(/C(C)=N\O)cc2)cc1 (centres undefined) | 102.0 |
| O=C(CSc1nc2ccccc2o1)Nc1ccccc1N1CCCCCC1 | 81.5 |
| S=c1[nH]nc(COc2ccc3c(c2)OCO3)n1-c1ccccc1 | 119.2 |
| O=C(Nc1ccc(S(=O)(=O)N2CCCCC2)cc1)c1ccncc1 | 86.0 |
| C/C=C/CSc1nc2c(c(=O)[nH]c(=O)n2C)n1C(C)C | 83.5 |
| COc1ccc2[nH]cc(C(=O)N3CCCCC3)c(=O)c2c1 | 91.1 |
| COc1ccc(NC(=O)CN(C)S(=O)(=O)c2ccc3c(c2)OCCO3)c2ncccc12 | 108.2 |
| Cc1nc2ccccn2c1C(=O)NCCCN1CCOCC1 | 91.7 |
| CSc1n[nH]c(NCc2ccccc2)n1 | 88.9 |
| Nc1cc(S(=O)(=O)C(F)(F)F)ccc1C(=O)O | 101.6 |
| CCc1nnc2sc(-c3ccc(NC(=O)CSc4ccc(Cl)cc4)cc3)nn12 | 109.9 |
| O=C(O)c1cccc(NS(=O)(=O)c2ccc3nnn(O)c3c2)c1 | 89.6 |
| Cn1c(=O)c2c(nc(SCC(=O)NCc3ccco3)n2C)n(C)c1=O | 108.8 |
| CC(C)(C)c1ccc(-c2nc(C#N)c(NCc3ccncc3)o2)cc1 | 94.4 |
| CCCCc1ccc(NC(=O)N[C@H](C(=O)O)C(C)C)cc1 | 89.0 |
| Cn1c(=O)n(CC(=O)NCc2cccnc2)c2ccccc21 | 77.9 |
| COc1ccc(C(=O)NC(=O)N2CCCCC2)cc1 | 101.7 |
| Cc1ccc2cccc(S(=O)(=O)Nc3ccc4c(c3)OCO4)c2n1 | 79.2 |
| CC1(C)CC(=O)C2=C(C1)OC(=O)C2(NC(=O)c1cccs1)C(F)(F)F (centres undefined) | 78.7 |
| O=C(O)c1ccc(-n2c(-c3ccccc3)n[nH]c2=S)cc1 | 99.3 |
| Cc1ccc(S(=O)(=O)NC(=O)COc2ccccc2C(N)=O)cc1 | 82.2 |
| Cc1ccc(NC(=O)C2CCCN(S(=O)(=O)c3c(C)noc3C)C2)nc1 (centres undefined) | 75.3 |

Reprinted from the entries so far for reference:
| SMILES | SK-BR-3 tox 24h |
| --- | --- |
| CCCCC(CC)Cn1c2nc3ccccc3nc2c2c(=N)oc(C)nc21 (centres undefined) | 38.2* |
| CCOC(=O)N1CCN(S(=O)(=O)c2cccc3nsnc23)CC1 | 116.4 |

Bioassay records from PubChem.
